Compound activity (PubChem BioAssay)
E-sel TNF inh: blocks E-selectin expression induced by TNF alpha. HUVEC TNFa-induced E-selectin immunofluorescence, high content. inhibition, % at 2 µM. hit rate 0.71% among 120,000. AID 1246;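 active = inhibition above the batch mean plus 3 SD, and confirmed as a hit on visual image review, cut at about 43% in these data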;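 note: 0% = TNF-stimulated DMSO wells and 100% = unstimulated control wells; not every result past the cut was called active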
An asterisk follows results filed as active. Only part of the results is shown (hit frequency here may not be typical).

smiles | E-sel TNF inh
Cc1ccc(NC(=O)c2ccc3nc[nH]c3c2)c(O)c1 | -11
COc1ccc(NC(=S)N2CCCN(Cc3cccc(Cl)c3)C2)cc1 | 6
Cc1cc(C)c(NC(=S)N(CCc2ccncc2)C(C)C)c(C)c1 | -4
Cc1ccc(C)c(N(CC(=O)NC(C)(C)C)C(=O)CNC(=O)c2cccs2)c1 | -20
O=C(O)CC(NS(=O)(=O)c1c(F)cc(F)cc1Br)c1ccccc1Cl (centres undefined) | 8
S=C(Nc1ccccc1)Nc1ccc(Br)cn1 | -12
O=[N+]([O-])c1cccc(N/N=C/c2cc([N+](=O)[O-])ccc2O)c1 | -11
O=C(CCc1nnc(CCCCc2ccccc2)o1)NCc1cc(F)ccc1F | -1
CCOC(=O)N1CCN(c2cc(=O)n(-c3ccccc3C)c(=O)[nH]2)CC1 | -43
CN1/C(=C\C=C2/SC(=S)N(CC(=O)O)C2=O)C(C)(C)c2ccccc21 | -21
COc1ccc(Cc2c(N)nc(C)nc2N)cc1 | -5
Cc1ccc(O)c(NC(=O)c2noc(C(C)C)c2[N+](=O)[O-])c1 | -15
CN(C)S(=O)(=O)c1cccc(NC(=O)CSc2nncn2-c2ccccc2)c1 | -35
O=[N+]([O-])C(/C=C(\Cl)[N+](=O)[O-])=C(N1CCCCC1)N1CCCCC1 | 26
O=Cc1cc2ccccc2nc1SCCCF | 3
Cc1ccccc1N1C(=O)CC2(CCCC2)CC1=O | 2
Cc1cccc(N(CC(=O)N2CCN(C)CC2)S(=O)(=O)c2ccccc2)c1 | -19
CCC(C)NC(=S)N1CCN(C)CC1 (centres undefined) | -6
COc1cccc2cc(-c3n[nH]c(=S)n3C)oc12 | 7
Cc1cccc(NC(=O)CCNS(=O)(=O)c2cccc3nonc23)c1C | 18
Cc1nnc(SCc2cc(=O)[nH]c(=S)[nH]2)s1 | -11
Cc1ccc(NC(=O)CCn2nnc3ccccc32)cc1 | 12
O=C(O)Cc1sc(-c2cccnc2)nc1-c1ccc(Br)cc1 | -29
COc1ccc(C/C(C)=N/NC(=O)C2COc3ccccc3O2)cc1 (centres undefined) | 4
COC(=O)c1ccc(NCC(=O)N2CCCCCC2)cc1 | 8
Nc1n[nH]c2cc(=O)n(-c3cccc(C(F)(F)F)c3)nc12 | 19
COc1ccc(OCC(=O)NCCc2c[nH]c3ccccc23)cc1 | -8
CCOc1ccc2oc(C(=O)NCC(C)(C)CN(C)C)c(C)c2c1 | -13
CN(CCc1cnn(C)c1)Cc1cn(C)nc1-c1ccccc1F | -18
CC(=O)c1ccc(-c2ccc(C(=O)NC3CCCCCC3)o2)cc1 | -24
Cc1cnc([N+](=O)[O-])n1CCOC(=O)NC(=O)c1cccc(F)c1 | -4
O=C(COc1cccnc1[N+](=O)[O-])NCc1ccco1 | 12
Cc1cc(Br)ccc1SCC(=O)OCC(=O)NC1CCCC1 | -21
CC(=O)c1cc(C#N)c(NCc2cc(-c3ccccc3)no2)nc1C | -20
CCNC(=O)C(=O)c1c(-c2ccccc2)[nH]c2ccccc12 | -29
COc1ccc(CNC(=O)/C=C/c2ccc(S(=O)(=O)N3CCOCC3)cc2)cc1 | 10
COCCCNC(=S)N1CCC(NC(=O)c2ccco2)CC1 | 4
Nc1nc(SCC(=O)Nc2ccccc2C(F)(F)F)[nH]c(=O)c1-c1ccccc1 | -15
Cc1ccsc1C(=O)N1CCC(N2CCC(C(=O)NCC3CCCO3)CC2)CC1 (centres undefined) | 31
COc1ccc(C2CC(c3cccs3)=NN2C(=O)CSc2nnc(N)s2)cc1OC (centres undefined) | -15
CCC12CN3CCN(CC(C3)/C1=N\NC(=O)c1ccc(F)cc1)C2 | -18
CCN(CC)CC(=O)N1CCCC(C(=O)c2ccccc2OC)C1 (centres undefined) | -8
COc1ccc(OC)c(Cc2nnc(CCC(=O)N3CCCCC3)o2)c1 | -11
O=C(COC(=O)c1ccc2c(c1)S(=O)(=O)N=C1CCCCCN12)NCCc1ccc(F)cc1 | -48
Cc1cc2nc(C)c(Cl)c(=O)n2[nH]1 | -34
Cc1cccc(OCCC(=O)Nc2cc(S(=O)(=O)N3CCCCC3)ccc2N2CCOCC2)c1 | -3
CC(NC(N)=O)C(=O)Nc1ccc(Cl)c(S(=O)(=O)Nc2ccc(Cl)cc2)c1 (centres undefined) | -9
CCn1c(=O)c(C(=O)Nc2ccccn2)c(O)c2ccccc21 | -9
Cc1nc(SCc2ccc(Cl)cc2)ncc1C(=O)O | -16
CCc1ccc(NC(=S)NCc2ccccc2)cc1 | -9

Further records
smiles | E-sel TNF inh
Cc1cc(C)n2nc(CCCO)nc2n1 | -43
O=C(NC1CCC(c2ccccc2)CC1)c1cccnc1 (centres undefined) | -31
COc1cccc(CCNC(=O)CC2C(=O)NCCN2Cc2ccc(Cl)c(F)c2)c1 (centres undefined) | -36
Cc1ccc(C)c(S(=O)(=O)Nc2ccc(C(=O)NCCc3ccccn3)cc2)c1 | -4
Cc1ccc(Cn2c(=N)c(C#N)cc3c(=O)n4cccc(C)c4nc32)cc1 | -13
CCCCOc1ccc(N2CC(C(=O)NCCc3ccc(OC)c(OC)c3)CC2=O)cc1 (centres undefined) | -16
Cc1onc(CO)c1C(=O)Nc1nccs1 | -9
CC(=O)c1ccc(N2CCN(C(=O)Nc3ccc(F)cc3)CC2)cc1 | -33
CCc1cc2c(SCC(=O)Nc3cc(C)on3)ncnc2s1 | 35
COc1ccccc1Oc1ncnc2c1oc1ccccc12 | 2
O=C(NC1CCS(=O)(=O)C1)/C(=C\c1ccc(F)cc1)NC(=O)c1ccccc1 (centres undefined) | 8
O=C(NCCCN1CCN(c2ccccc2F)CC1)Nc1ccccc1[N+](=O)[O-] | 4
COc1ccc(N2CCN(C(=O)Cn3cncn3)CC2)cc1 | -30
CC1(c2ccc(O)cc2)NC(=O)N(c2ccccc2)N1 (centres undefined) | -28
CC(C)(C)NC(=O)NC(=O)COC(=O)Cc1ccc(Cl)cc1Cl | -29
COC(=O)C1CC(c2ccc(Cl)cc2)=NO1 (centres undefined) | 34
O=C1c2ccc3c4c(ccc(c24)C(=O)N1c1ccc(O)cc1)C(=O)N(c1ccc(O)cc1)C3=O | -57
O=C(CN1CCN(C(=O)c2ccco2)CC1)Nc1cccc([N+](=O)[O-])c1 | 6
NNc1ccc2c(C(F)(F)F)cc(C(F)(F)F)nc2n1 | 2
CCOc1ccc(NC(=O)CSc2nnc(C3CC3)n2C)cc1 | -18
Clc1ccc(-c2n[nH]c3c2CCCC3)cc1 | -9
Fc1ccccc1NC(=S)Nc1cccnc1 | 23
COCCCNC(=O)c1ccc(Cn2c(=O)c3ccccc3n(CC(=O)NCCc3ccc(OC)c(OC)c3)c2=O)cc1 | 1
O=C(NCc1ccc2c(c1)OCO2)c1ccc(S(=O)(=O)C(F)F)cc1 | -5
O=C(N/N=C/c1ccccc1C(F)(F)F)c1ccc(O)cc1 | -18
CC(C)CCn1nnnc1CN1CCN(c2ccccc2)CC1 | -10
O=C(/C=C/c1ccc(OCCCF)cc1)Nc1ccnc(-c2cccnc2)n1 | 20
Nc1nc(Cl)c(C=O)c(N2CCCCC2)n1 | -16
CC1(C)CC(N=c2cc(-c3ccccc3)oc3ccc(Cl)cc23)CC(C)(C)N1 | 22
O=C(CCCCCCC(=O)c1ccccc1)c1ccccc1 | -15
CN(C)CCNc1nc(S(=O)(=O)c2ccccc2)c(Cl)s1 | -16
Cc1cc(N2CCOCC2)nc2ccc(NC(=S)N3CCN(c4ccccc4)CC3)cc12 | 3
CCSc1ccc(-c2ccco2)nn1 | -24
CCOc1ccc(NC(=O)COC(=O)CCS(=O)(=O)c2ccc(C)cc2)cc1 | 15
CN1N=C(/C=C/c2ccccc2)CCC1=O | -23
COc1ccc(Nc2cc(Cl)nc(N)n2)cc1OC | 8
c1cnc2nc(CSc3ncn[nH]3)cn2c1 | 5
COc1ccc(C(C)=O)cc1CSC(=N)N | 26
O=C(CN1C(=O)NC2(CCCC2)C1=O)Nc1ccc(S(=O)(=O)N2CCOCC2)cc1 | 10
Cc1ccc(N(CCC(=O)O)S(=O)(=O)c2cccc(C(F)(F)F)c2)cc1 | -17
CCOc1ncccc1C(=O)Nc1nc(C(C)(C)C)cs1 | -13
O=C(N/N=C/c1cccc([N+](=O)[O-])c1)c1ccc(Br)cc1 | -7
CCOc1cc(N2CCOCC2)c(OCC)cc1NC(=O)CN1C(=O)C2C3C=CC(C3)C2C1=O (centres undefined) | -15
N#CCCN(C(=O)COC(=O)COc1ccc(Cl)cc1)c1ccccc1 | -43
CC(C)[C@H](NC(=O)c1ccco1)C(=O)OCC(=O)NC12CC3CC(CC(C3)C1)C2 | 6
CCn1c2ccccc2c(=O)c2ccccc21 | -8
O=C(NCc1ccccc1Cl)c1cc([N+](=O)[O-])ccc1Cl | 4
O=C1NCCN(Cc2ccc(-c3ccccc3)cc2)C1CC(=O)N1CCN(CCO)CC1 (centres undefined) | 18
CCOC(=O)C1(Cc2ccccc2Cl)CCN(C(=O)CCn2ccnc2C)CC1 | 3
O=c1c2c(-c3ccc([N+](=O)[O-])cc3)csc2nc2n1CCCCC2 | -7

Brought forward from above: 2 compounds, followed by the next part.
smiles | E-sel TNF inh
CCOC(=O)C1(Cc2ccccc2Cl)CCN(C(=O)CCn2ccnc2C)CC1 | 3
O=c1c2c(-c3ccc([N+](=O)[O-])cc3)csc2nc2n1CCCCC2 | -7
O=C(NCc1ccon1)c1ccc(OC2CCN(CCc3ccccc3)CC2)cc1 | -13
O=C(CCl)Nc1cn(-c2ccccc2)nc1-c1ccccc1 | 35
O=C(NNC(=O)c1ccc(NC(=O)c2ccccc2)cc1)Nc1ccccc1 | 15
Cc1ccc(S(=O)(=O)N2CCC(C(=O)NNC(=O)c3cccnc3)CC2)cc1 | 11
Clc1ccccc1Cc1noc(CN2CCCCC2c2ccccn2)n1 (centres undefined) | -24
C/C(=N\NC(=O)c1ccc(O)cc1)c1cc2ccccc2o1 | -96
CCN(CCn1cccn1)Cc1nc(-c2ccc(OC)cc2)no1 | -44
COC(=O)C(=Nc1ccccc1)/C(C(=O)C(=O)N(C)c1ccccc1)=C(\O)c1ccc(Cl)cc1 | -21
O=C(CCc1ccccc1)NC(c1cccs1)c1cc(Cl)c2cccnc2c1O (centres undefined) | -25
Cc1ccccc1Nc1scc(-c2ccc(Br)cc2)[n+]1-c1ccccc1C | -23
COc1ccc2cc(C(=O)C3CCCN(C(=O)CCc4ccccn4)C3)ccc2c1 (centres undefined) | 7
Cc1ccccc1C(=O)NC(=S)Nc1ccc2[nH]c(=O)[nH]c2c1 | -17
O=[N+]([O-])c1ccc(N2CCN(C(=S)Nc3ccccc3)CC2)cc1 | 2
COc1ccc(-c2nc(C(=O)O)cs2)cc1OC | 8
O=C(c1ccc(Cl)cc1)N1CCCCC(Cl)C1=O (centres undefined) | -10
c1ccc(-c2nc3ccccn3c2NC2CCCC2)nc1 | -16
CC(C)Nc1nc(NC(C)C)nc(N(C#N)C(C)C(=O)N(C)C)n1 (centres undefined) | 11
O=C(N/N=C/c1cccnc1)c1ccccc1OCc1ccc(Cl)cc1 | 13
Cn1c(CN2CCCC2)c(C#N)c2ccccc21 | -21
CCn1c(C)[n+](CC)c2ccc(S(=O)(=O)NC)cc21 | 0
CCC(C)NC(=O)Nc1ccc(F)c(Cl)c1 (centres undefined) | -6
OC1CCCN(Cc2cn(Cc3ccccc3)nc2-c2cc3ccccc3o2)C1 (centres undefined) | -15
O=C(CSc1ccc(-c2ccccn2)nn1)NCc1ccccc1 | -4
O=[N+]([O-])c1cccc(/C=N/N2CCN(Cc3ccccc3)CC2)c1 | -4
COc1ccc(O)c(C(=O)c2cnc3c(c2)c(-c2ccc(F)cc2)c(C#N)c(=O)n3C)c1 | -18

Arranged by the number under E-sel TNF inh (largest number first): 3 from the list above
molecule | E-sel TNF inh
O=C(O)CC(NS(=O)(=O)c1c(F)cc(F)cc1Br)c1ccccc1Cl (centres undefined) | 8
NNc1ccc2c(C(F)(F)F)cc(C(F)(F)F)nc2n1 | 2
CCCCOc1ccc(N2CC(C(=O)NCCc3ccc(OC)c(OC)c3)CC2=O)cc1 (centres undefined) | -16

Next section
smiles | E-sel TNF inh
CC(OC(=O)c1cccnc1Cl)C(=O)Nc1ccc(S(N)(=O)=O)cc1 (centres undefined) | -4
COc1ccc(-c2nc3c4ccccc4ccn3c2C=O)cc1 | 0
O=C(CSc1nc2ccccc2c(=O)n1-c1ccccc1)NC(=O)CN1CCCC1=O | -2
O=C1NC2(CCCCC2)C(=O)N1CCS(=O)(=O)Oc1ccc(Br)cc1 | -64
O=C(CSc1ccc(F)cc1)Nc1ccccc1Br | -9
CC1CCN(S(=O)(=O)c2ccc(C(C)C)cc2)CC1 | -23
COC(c1ccccc1)c1nnc(CCC(=O)NCCC(C)C)o1 (centres undefined) | -16
O=c1[nH]cnc2ccsc12 | -33
O=c1oc(/C=C/c2ccccc2)nc2ccccc12 | -9
COc1ccc(Cn2c(=O)sc3ccccc3c2=O)cc1 | -10
CCOC(=O)c1ccc(N/C=C/C(=O)c2ccccc2)cc1 | 20
Cc1ccn2c(C(=O)NN=C3CCN(C)CC3)c(C)nc2c1 | -15
Cc1ccc(CNS(=O)(=O)NCc2cccs2)cc1 | 25
CC(C)(C)NC(=O)NC(=O)COC(=O)CNC(=O)c1cc(Cl)cc([N+](=O)[O-])c1 | -20
CCCCNC(=O)c1cc(C)no1 | 5
Fc1ccc(NC(=S)Nc2ccc3nccnc3c2)cc1 | 1
CCOC(=O)N1CCN(C(=O)CNC(=O)Cn2cnc3ccccc3c2=O)CC1 | -4
O=C(CCCCCNC(=O)c1ccccc1)N/N=C/c1ccco1 | -19
Cc1nc(N2CCOCC2)c2c(C)c(C(=O)Nc3ccc(C(F)(F)F)cc3)sc2n1 | -19

Taken from above:
Under E-sel TNF inh, `Nc1nc(Cl)c(C=O)c(N2CCCCC2)n1` shows -16
Under E-sel TNF inh, `O=C(NCc1ccccc1Cl)c1cc([N+](=O)[O-])ccc1Cl` shows 4
Under E-sel TNF inh, `Cc1ccc(NC(=O)c2ccc3nc[nH]c3c2)c(O)c1` shows -11
Under E-sel TNF inh, `Cc1cc(C)c(NC(=S)N(CCc2ccncc2)C(C)C)c(C)c1` shows -4
